Source: PubChem
KB-3-1 tox: qHTS assay for MDR1-selective chemotherapeutics: Primary screen using the parental adenocarcinoma cell KB-3-1; 1.4% of 400,000 active; Potency, µM (doses to about 46.1 µM), for inactives: top-dose activity change, negative = cytotoxic, usual class: cytotoxic; KB-3-1 viability, CellTiter-Glo ATP luminescence, 72 h; note: % is set by controls: 0 for no effect and ±100 for the full control effect; nearly all actives have a fitted effect of over 60% in size
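72 h, 37 °C compound treatment of KB-3-1 parental cells; CellTiter-Glo added, 10 min, luminescence read. Data corrected against DMSO-only plates and normalized before curve fitting.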
HT1080 IDH1KD tx: qHTS for induction of synthetic lethality in tumor cells producing 2HG: qHTS for the HT-1080-IDH1KD cell line; HT-1080 IDH1 knockdown viability, ATP luminescence, 48 h; Potency, µM (top dose mostly 46.1 µM), for the others: at the highest dose activity, negative = toxicity, hits mostly cytotoxic; 2% of 360,000 active;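 note: 0% = DMSO wells and -100% = cell-free medium wells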
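Using the IDH1-knockdown HT-1080 line run in the same batch and compound series as the NT line, viability after 48 h at 37 °C was determined by CellTiter-Glo luminescence and expressed as % activity.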
GLP-1R agonist: qHTS of GLP-1 Receptor Agonists | Glucagon-like peptide 1 receptor (Homo sapiens), P43220 | HEK293 GLP-1R CRE-luciferase, luminescence, 4-6 h; cells express a hypersensitive GLP-1R form | Potency, µM (doses to about 45.6 µM), for the others: top-dose activation, usual class: activators | 0.007% of 380,000 active; note: % of control where 0% means no effect
Target sequence (P43220 whole entry, looked up): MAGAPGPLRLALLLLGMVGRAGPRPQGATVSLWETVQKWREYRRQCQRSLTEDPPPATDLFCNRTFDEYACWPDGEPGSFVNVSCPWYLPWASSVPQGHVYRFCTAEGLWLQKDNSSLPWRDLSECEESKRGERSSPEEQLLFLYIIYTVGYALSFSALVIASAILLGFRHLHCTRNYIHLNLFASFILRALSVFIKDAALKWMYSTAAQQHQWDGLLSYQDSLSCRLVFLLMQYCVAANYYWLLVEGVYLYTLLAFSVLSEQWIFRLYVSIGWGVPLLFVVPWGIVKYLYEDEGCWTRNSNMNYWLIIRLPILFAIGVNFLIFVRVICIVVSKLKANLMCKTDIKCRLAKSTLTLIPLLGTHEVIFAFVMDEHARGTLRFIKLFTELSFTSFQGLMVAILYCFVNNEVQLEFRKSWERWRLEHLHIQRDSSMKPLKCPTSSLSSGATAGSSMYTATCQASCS
HEK293 tox: qHTS of GLP-1 Receptor Inverse Agonists: Cytotox Screen; HEK293 cAMP-luciferase reporter cells, luminescence, 24 h; Potency, µM (doses to about 38.3 µM), without a hit: top-dose activity change, negative = inhibition, actives largely listed as inhibitors; 0.13% of 410,000 active; AID 624418, 2012;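 note: loss of luciferase light is scored as toxicity; % is set by controls: 0 for no effect and ±100 for the full control effect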
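MLSMR compounds, 24 hr on cells at 37 deg C/5% CO2; luminescence after luciferase reagent (12 min RT). Inhibition counted as the undesired cytotoxic outcome.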
TDP43 rescue: qHTS of TDP-43 Inhibitors. TDP-43 expressing yeast growth rescue, BacTiter-Glo, 24 h. Potency, µM (titrated, usually from 46.1 µM), inactives show at the highest dose growth rescue (activation), actives largely listed as activators. 1.8% of 410,000 active; note: % of control where 0% means no effect; nearly all actives have a fitted effect of over 50% in size
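Luminescence from BacTiter-Glo reports growth of TDP-43-expressing yeast after 24 hr at 30 deg C with compound. Cells were raffinose-pregrown to mid-log, then seeded in galactose medium at OD600=0.02.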
SW480 rereplic: A quantitative high throughput screen for small molecules that induce DNA re-replication in SW480 colon adenocarcinoma cells | 1.8% of 340,000 active | AID 624297, 2012 | SW480 DNA re-replication, Hoechst DNA content imaging, 48 h | Potency, µM (series often up to 46.1 µM), inactives show at the top dose re-replication activation, most hits filed as activators; note: % of control where 0% means no effect; nearly all actives have a fitted effect of over 55% in size
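Readout is total intensity of Hoechst-stained nuclei, excited at 405 nm and collected at 500-530 nm. Compound treatment lasted 48 hr at 37 C in 5% CO2 before staining.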
HT1080NT lethal: qHTS for induction of synthetic lethality in tumor cells producing 2HG: qHTS for the HT-1080-NT fibrosarcoma cell line; HT-1080-NT fibrosarcoma viability, CellTiter-Glo ATP luminescence, 48 h; Potency, µM (titrated, usually from 46.1 µM), inactives show at the top dose activity, negative = less viability, actives largely listed as cytotoxic; 1.6% of 360,000 active; AID 686970, 2013;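 note: NT is the 2HG producing partner of a matched IDH1 knockdown line; 0% = DMSO-treated cells and -100% = media-only wells without cells; nearly all actives have a fitted effect of over 55% in size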
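Luminescent CellTiter-Glo readout after 48 hours of compound exposure at 37 degrees C defined viability of HT-1080-NT cells. Activity was normalized to DMSO wells and cell-free media wells; concentration-response curves were fitted and assigned curve classes.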
GLP-1R inv ag: qHTS of GLP-1 Receptor Inverse Agonists (Inhibition Mode). Glucagon-like peptide 1 receptor (Homo sapiens), P43220. HEK293 GLP-1R CRE-luciferase, luminescence, 24 h; GLP-1R form is constitutively active. Potency, µM (series often up to 38.3 µM), inactives show at the top dose activity change, negative = inhibition, hits mostly inhibitors. 1.6% of 410,000 active. AID 624417, 2012; note: % is set by controls: 0 for no effect and ±100 for the full control effect; nearly all actives have a fitted effect of over 55% in size
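Inverse agonism was detected as reduced cAMP-driven luciferase luminescence after 24 h compound treatment. The cells were HEK293 clones expressing constitutively active human GLP-1R with the reporter. Reporter-only and GPR119 cell lines served as counterscreen controls.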
KB-V1 cytotox: qHTS assay for MDR1-selective chemotherapeutics: Primary screen using the drug-selected MDR subline cells KB-V1. 3.4% of 400,000 active. Potency, µM (series often up to 46.1 µM), without a hit: at the top dose activity change, negative = cytotoxicity, hits mostly cytotoxic. KB-V1 MDR cells viability, CellTiter-Glo, 72 h; note: % is set by controls: 0 for no effect and ±100 for the full control effect; nearly all actives have a fitted effect of over 60% in size
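Luminescent ATP read-out (CellTiter-Glo, 10 min) measures survival of drug-selected KB-V1 MDR cells after 72 h, 37 degrees C compound exposure. Medium: phenol-red-free DMEM, 10% FBS. Values from fitted concentration-response curves.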
Active calls of the source: *; ? = inconclusive; / = not tested or not shown; [ ] = another dose, or the depositor's remark. Calls come from the whole dose curve; as a rule, active = well fitted curve in the direction sought with a large enough effect; inconclusive = small, poorly fitted or top-dose-only effect, or another doubt; inactive = no such curve, though single readings can be large; an effect the other way counts as inactive or inconclusive. Potency is the fitted concentration of half-maximal effect.

SMILES	KB-3-1 tox	HT1080 IDH1KD tx	GLP-1R agonist	HEK293 tox	TDP43 rescue	SW480 rereplic	HT1080NT lethal	GLP-1R inv ag	KB-V1 cytotox
O=C(CC(C(=O)N1CCc2ccccc21)n1ccnc1)NCc1cccnc1 (stereo not drawn)	-1.0%	-26.7%	-7.0%	13.8%	-5.5%	-6.2%	3.4%	0.0%	18.2%
CCOC(=O)Cn1nc(-c2ccc(C)cc2)ccc1=O	0.5%	-12.7%	-5.1%	13.4%	-6.0%	-4.6%	-1.5%[9.24 µM]	0.0%	15.5%
CCOC(=O)Nc1c(C(=O)OC)[nH]c2cc(OC)ccc12	20.6µM*	-8.3%	0.5%	-10.9%	19.3%	?	-10.9%	-16.9%	23.1µM*
O=C(NCC(c1cccs1)N1CCOCC1)C1CCN(S(=O)(=O)c2c(Cl)cccc2Cl)CC1 (stereo not drawn)	-11.2%	-5.1%	15.0%	7.1%	-4.3%	-4.2%	-3.7%	-5.4%	?
O=C(N/N=C/c1ccncc1)c1cc2ccccc2o1	12.5%	27.4%	13.4%	-1.1%	-18.2%	?	-0.2%	1.3%	1.4%
CCOC(=O)NC(Nc1sc2c(c1C(N)=O)CCCC2)(C(=O)OCC)C(F)(F)F (stereo not drawn)	-29.3%	?	9.6%	1.2%	-3.7%	3.3%	14.0%	3.8%	?
Cc1nnc(-c2cnn(-c3ccccc3)c2N)n1Cc1cccc(C(F)(F)F)c1	14.3%	2.5%	11.7%	3.6%	0.0%	0.8%	4.4%	0.0%	?
COC(=O)c1ccc2nc(C3CCCCC3)c(Cc3cccc(F)c3)n2c1	-7.3%	-10.3%	21.7%	-0.3%	12.6%	/	-0.2%	?	?
CC(C)(C)NC(=O)C(c1ccncc1)N(C(=O)Cn1nnc(-c2ccc(F)cc2)n1)c1ccccc1 (stereo not drawn)	4.6%	5.6%	2.1%	-6.0%[7.66 µM]	19.5%[9.22 µM]	2.8%	6.0%	-18.4%[7.66 µM]	-6.3%
O=C(O)CC(SCc1ccc(C(=O)O)o1)C(=O)O (stereo not drawn)	-3.0%	-1.8%	-7.8%	7.2%	-18.5%	1.6%	-6.6%	1.7%	-1.7%
Cc1[nH]nc(N=CC2=C(O)CC(c3ccco3)CC2=O)c1-c1ccc(Cl)cc1 (stereo not drawn)	-1.1%	-13.2%	-9.6%	0.2%	-3.6%	-0.7%	-0.9%	0.0%	16.4µM*
CC(C)(C)C1CCc2onc(C(=O)O)c2C1 (stereo not drawn)	-16.8%	0.7%	4.5%	-10.2%	-14.3%	1.1%	4.3%	29.3%	18.1%
CCOc1ccc(CCN2C(=O)C(=O)N([C@@H](CC(C)C)CN3CCC[C@H]3CN3C(=O)C(=O)NC[C@@H]3Cc3ccccc3)C[C@@H]2CC(C)C)cc1	?	5.1%	2.1%	1.2%	15.6%	/	11.6%	22.0%	-16.9%
CCn1nnc2cc(C(=O)Nc3cccc(S(=O)(=O)N(C)C)c3)ccc21	7.7%	15.4%	7.9%	3.9%	10.1%	4.8%	13.1%	17.5%	-0.2%
CCCNS(=O)(=O)c1cc2c(cc1Br)CCN2C(=O)CC	0.0%	21.9%	7.4%	-2.6%	-5.6%	-0.2%	11.4%	24.8%	-3.8%
CCn1nnc2cc(C(=O)Nc3ccc(C)c(Cl)c3)ccc21	1.7%	/	/	-3.0%	11.9%	/	/	8.1%	?
Cc1cc(C)c2nc(NC(=O)c3ccc(OCC4CCCO4)cc3)sc2c1 (stereo not drawn)	1.7%	?	15.3%	-10.3%	13.2%	-52.8%[inhibitor]	0.0%	19.0%	15.0%
COc1ccc(CNS(=O)(=O)c2ccc3c(c2)CCN3C(=O)C2CC2)cc1	-27.3%	-8.6%	13.7%	-7.2%	-20.8%	-8.2%	-25.6%	20.4%	?
COc1ccc(CNC(=O)C/C(C)=N/NC(=O)COc2ccc(Br)cc2)cc1	1.7%	2.9%	17.4%	3.0%	-21.2%	1.8%	0.5%	-1.7%	17.3%
CCOC(=O)C1CCCN(c2nc3ccccc3nc2C(C#N)C(=O)OCC)C1 (stereo not drawn)	?	-28.0%	11.0%	79.3%[activator]	-10.7%	-2.1%[9.22 µM]	?	?	?

In the list so far, 2 have bromine.
SMILES	KB-3-1 tox	HT1080 IDH1KD tx	GLP-1R agonist	HEK293 tox	TDP43 rescue	SW480 rereplic	HT1080NT lethal	GLP-1R inv ag	KB-V1 cytotox
CCCNS(=O)(=O)c1cc2c(cc1Br)CCN2C(=O)CC	0.0%	21.9%	7.4%	-2.6%	-5.6%	-0.2%	11.4%	24.8%	-3.8%
COc1ccc(CNC(=O)C/C(C)=N/NC(=O)COc2ccc(Br)cc2)cc1	1.7%	2.9%	17.4%	3.0%	-21.2%	1.8%	0.5%	-1.7%	17.3%

Returning to the listing, starting 3 compounds before the break.
SMILES	KB-3-1 tox	HT1080 IDH1KD tx	GLP-1R agonist	HEK293 tox	TDP43 rescue	SW480 rereplic	HT1080NT lethal	GLP-1R inv ag	KB-V1 cytotox
COc1ccc(CNS(=O)(=O)c2ccc3c(c2)CCN3C(=O)C2CC2)cc1	-27.3%	-8.6%	13.7%	-7.2%	-20.8%	-8.2%	-25.6%	20.4%	?
COc1ccc(CNC(=O)C/C(C)=N/NC(=O)COc2ccc(Br)cc2)cc1	1.7%	2.9%	17.4%	3.0%	-21.2%	1.8%	0.5%	-1.7%	17.3%
CCOC(=O)C1CCCN(c2nc3ccccc3nc2C(C#N)C(=O)OCC)C1 (stereo not drawn)	?	-28.0%	11.0%	79.3%[activator]	-10.7%	-2.1%[9.22 µM]	?	?	?
Cn1c(N)c(C#N)c2c(c1=S)CSC(C)(C)C2	17.8%	-0.7%	-6.4%	4.8%	5.2%	-4.3%	-2.2%	14.9%	4.2%
O=C(Nc1ccc2[nH]ccc2c1)c1ccccc1	0.1%	-9.0%	31.9%	7.9%	-6.2%	5.0%	-6.3%	?	-0.5%
CCOc1ccccc1NC(=O)c1sc2nc(C)cc(C)c2c1N	-1.5%	/	/	0.5%	5.5%	/	/	2.9%	6.7%
Cc1cc(C)c2c3c(sc2n1)C(=O)N(Cc1ccccc1)CC(=O)N3	-3.4%	3.6%	-2.0%	5.0%	17.5%	-12.0%	9.8%	0.0%	0.3%
CC1CCN(C(=O)CN2C(=O)C(C)(C)Oc3ccc(C(=O)NC(C)C)cc32)CC1	0.7%	-0.9%	3.5%	-3.2%	-4.0%	11.2%	2.9%	4.7%	-11.2%
CCOC(=O)c1c(-c2ccccc2)csc1NC(=O)c1cc(-c2cccc(OC)c2)on1	-2.0%	/	/	2.1%	2.2%	/	/	7.3%	9.1%
O=C(O)C1CC(O)CN1S(=O)(=O)c1ccc2ccccc2c1 (stereo not drawn)	18.9%	-0.6%	4.1%	10.4%	-6.3%	-5.9%	4.7%	5.7%	0.0%
COc1ccc(N2CCN(CCCNC(=O)CN3CCN(Cc4ccccc4C)C3=O)CC2)cc1	?	-6.9%	1.2%	-1.1%	-13.7%	-1.4%[9.22 µM]	-10.9%	-30.0%	0.0%
CCOC(=O)c1c(-c2ccc(OC)cc2)csc1NC(=O)CSc1ncnc2sccc12	-0.6%	-7.6%	7.7%	-0.2%	-13.4%	-112.7%[inhibitor]	-12.6%	?	-9.8%
Cc1cccc(CSc2nc(=O)c3c(n2C)NC(=O)CC3c2cccc(O)c2)c1 (stereo not drawn)	6.0%	/	/	2.2%	0.0%[9.22 µM]	/	/	-1.0%	26.5%
COc1ccc(OC)c(-n2c(-c3cccc(C)c3)n[nH]c2=S)c1	7.1%	-3.4%	3.5%	0.0%	-22.0%	20.3%	-3.2%	-11.4%	-15.9%
Cc1csc(/C(=N/OC(=O)c2ccco2)C(N)=O)n1	6.9%	16.0%	-2.1%	-22.0%	5.2%	-2.6%	4.6%	13.2%	16.4%
CC(c1ccccc1)C1C(C#N)=C(N)OC2=C1C(=O)CCC2 (stereo not drawn)	-4.7%	15.8%	-8.4%	-11.9%	2.6%	-2.4%	18.4%	0.5%	19.0%
COc1ccc(-c2ccc(C(=O)NC3CCCCC3)c3occc23)c(C)c1	-13.6%	?	-2.9%	7.0%	12.6µM*	/	?	?	-8.7%
Cc1nc(-c2ccccc2)nc2[nH]c(C(C)C)cc(=O)c12	2.7%	7.8%	2.8%	-14.3%	-1.6%	4.4%	-16.6%	19.8%	?
O=C(O)CCCn1cc(NC(=O)c2cc(F)c(F)cc2Cl)cn1	-3.0%	0.0%	1.2%	5.1%	-8.6%	4.5%	-4.4%	-0.6%	-0.2%
CCOC(=O)c1c(NC(=O)C2c3ccccc3Oc3ccccc32)sc(C)c1CC	11.3%	/	/	1.2%	24.2%	/	/	0.7%	8.8%
O=C(CSc1nc2ccc([N+](=O)[O-])cc2[nH]1)NCCc1ccccc1	0.2%	-26.8%	-8.6%	-15.8%	-21.2%	-7.6%	-19.6%	-1.7%	-11.3%
CCOC(=O)N1CCC(NC(=O)c2ccc(OC)c(CN3CC(=O)N4CCCC4C3=O)c2)CC1 (stereo not drawn)	16.6%	4.7%	-5.8%	-1.3%	2.9%	-1.9%	8.3%	-1.7%	11.3%
COc1cccc(CNC(=O)CCCn2nc(C)c3c(C)n(-c4ccccc4)nc3c2=O)c1	2.9%	-2.3%	9.3%	-10.8%	1.7%	-17.1%	-1.7%	-33.7%	0.0%

No enrichment for hits, and some 9.4% of all compounds hit somewhere here.
